ER stress surv – ER stress cell death inhibition. CSM14.1 thapsigargin ER stress survival, ATP luminescence. relative survival (cellular ATP), % at 15 µg/mL (by protocol). actives 0.33% (n = 48,000). AID 1010;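 active = survival measured by cellular ATP above 50% at 15 µg/ml in the first screen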;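 also: cell death triggered by about 15 µM thapsigargin; ATP read 24 h after thapsigargin was added; plate controls were thapsigargin with DMSO for no effect and DMSO without thapsigargin for full effect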
* = called active by the depositor.

mol | ER stress surv
C=CCn1c(SCC(=O)N2CCN(CCO)CC2)nc2sc(C)c(C)c2c1=O | -1
COc1ccccc1CNCc1cccc(Cl)c1 | -10
O=C(NCCCNc1ccc([N+](=O)[O-])cc1C(F)(F)F)c1ccc(Cl)cc1 | -1
CCOC(=O)c1c(N)sc(C)c1-c1ccc(C(C)(C)C)cc1 | 10
CN(C)c1ccnc2sc(C(=O)Nc3ccccc3)c(N)c12 | -2
COc1ccc(C(=O)N2CCNCC2)cc1OC | 9
Cc1ccc(/C=N/NC(=O)CSc2nc3ccccc3[nH]2)o1 | 2
O=C1C2ON(c3ccccc3)C(c3cccc(Br)c3)C2C(=O)N1c1ccccc1 (stereo unspecified) | 0
CCOC(=O)c1ccc(NC(=O)C2CCCN2S(=O)(=O)c2ccc(C)cc2)cc1 (stereo unspecified) | 9
CCOc1cc(OCC)cc(C(=O)Nc2ccc(Cl)cn2)c1 | 1
Cc1occc1C(=O)Nc1ccccc1F | -2
Cc1ccc2c(Cl)c(C(=O)Nc3nncs3)sc2c1 | 10
Cc1cc(-c2ccccc2)c2nncn2n1 | 12
O=C(Cc1ccccc1)N1CCc2ccccc2C1 | 16
CCOc1ccc2nc(Sc3nc4ccc([N+](=O)[O-])cc4s3)sc2c1 | 14
COc1cccc(OCCOc2ccc(/C=N/n3cnnc3)cc2)c1 | -2
Cc1ccc(OCC(O)Cn2c3ccccc3c3ccccc32)cc1 (stereo unspecified) | -2
Cc1ccc(CN2CCN(/N=C/c3ccccc3C)CC2)cc1 | -2
Cc1ccc(OCC(=O)Nc2ccc(F)c([N+](=O)[O-])c2)cc1C | 6
CCc1ccccc1NC(=O)c1c(NC(=O)c2cccs2)sc2c1CCCCC2 | -4
Cc1cc(/C=C2/SC(=S)NC2=O)c(C)n1-c1ccc(N2CCOCC2)cc1 | 5
CCOc1ccc(-c2nc3cc(NC(=O)c4cccc([N+](=O)[O-])c4C)ccc3o2)cc1 | 2
O=C(NCc1ccccc1Cl)/C(=C\c1cccc(Br)c1)NC(=O)c1ccccc1 | 11
COc1ccccc1/C=C1/C(C)=C(C#N)c2nc(N)c(C#N)c(C)c21 | 2
CC(=O)N1c2ccccc2N(Cc2ccc(C)cc2C)C(=O)C1(C)C | 3
COc1ccc(C(=O)NCC2(c3ccc(OC)c(OC)c3)CCCC2)cc1 | 14
CC(=O)c1cccc(NC(=O)c2ccc(-c3cccc(Cl)c3)o2)c1 | -2
O=C(COc1ccccc1)N1CCc2ccccc2C1 | 3
CC(C)c1nnc(NC(=O)Nc2ccc(Cl)cc2)s1 | 0
COc1sc(SC)cc1/C=N/NC(=O)C(NC(=O)c1ccccc1)c1n[nH]c(=O)c2ccccc12 (stereo unspecified) | 11
Cc1ccccc1C(=O)NNC(=O)c1ccccn1 | -5
O=[N+]([O-])c1cccc(S(=O)(=O)Nc2cc(C(F)(F)F)ccc2Cl)c1 | 4
COCC(=O)Nc1cc(Cl)ccc1C | 4
CCCCCC(=O)NNC(=O)Nc1ccccc1 | -1
O=C(N/N=C/c1cccs1)c1cccc2cc[nH]c12 | -8
COc1cccc(CN2CCN(C(=O)c3cccc(OC)c3OC)CC2)c1 | -7
Cc1ccccc1S(=O)(=O)Nc1cc(Br)c2oc3c(c2c1)C(=O)CCC3 | 6
O=C(Cc1ccc([N+](=O)[O-])cc1)N1N=C(c2ccc(Br)cc2)CC1(O)C(F)(F)F (stereo unspecified) | 6
COc1ccc(/C=C\C(=O)C2C(=O)c3ccccc3C2=O)cc1 | -4
CC(=O)Nc1ccc(NS(=O)(=O)c2c(C)cc(C)cc2C)cc1 | 3
Cc1ccccc1N1C(=O)C(O)C(O)C1=O (stereo unspecified) | 10
CC(=O)Nc1ccc(C(C)(C)C)cc1[N+](=O)[O-] | 3
Cc1sc2nc(N)c(C#N)c(-c3ccccc3)c2c1C | 5
COc1ccc(C(=O)N2CCN(C3CCC(c4ccccc4)CC3)CC2)cc1 (stereo unspecified) | 12
COC(=O)c1cc(NC(=O)c2cccc(Cl)c2Cl)cc(C(=O)OC)c1 | -1

Looked up one by one from the entries so far, 3 records:
mol | ER stress surv
CCCCCC(=O)NNC(=O)Nc1ccccc1 | -1
COCC(=O)Nc1cc(Cl)ccc1C | 4
Cc1ccccc1N1C(=O)C(O)C(O)C1=O (stereo unspecified) | 10

Next part.
mol | ER stress surv
O=C(N/N=C/c1cc([N+](=O)[O-])c(N2CCOCC2)cc1N1CCOCC1)Nc1ccccc1 | 4
CN(C)/C(=N/OC(=O)c1ccc([N+](=O)[O-])cc1)c1nonc1N | 0
CC(C)(C)c1cc(C(F)(F)F)c2c(=O)n(-c3ccccc3)[nH]c2n1 | 0
O=C(CSCc1cccc(Br)c1)N1CCCCCC1 | -4
CC(=O)n1cc(/C=C2\N=C(c3cccs3)OC2=O)c(-c2ccccc2)n1 | 0
Cc1ccc(N2C(=O)c3ccccc3NC2c2ccccc2O)cc1 (stereo unspecified) | -5
CCOC(=O)/C=C(\C)Nc1cc(-c2ccc(Br)cc2)[nH]n1 | -27
O=c1[nH]cnc2c1C1(CCCC1)Cc1ccccc1-2 | -8
NC(=O)c1ccc(NC(=O)c2cc(C(F)(F)F)cc(C(F)(F)F)c2)cc1 | 2
O=C(NC(C(=O)NC1CCCCC1)C12CC3CC(CC(C3)C1)C2)c1ccccc1 (stereo unspecified) | -2
CS(=O)(=O)N(Cc1ccc(C(=O)NCC2CCCO2)cc1)c1ccccc1 (stereo unspecified) | 12
O=C(O)CC(NS(=O)(=O)c1ccc(F)cc1)c1ccccc1 (stereo unspecified) | -1
CCN1CCN(Cc2c(O)ccc3c(=O)c(Oc4ccccc4Br)c(C(F)(F)F)oc23)CC1 | -1
COC(=O)C1=CNC=C(C(=O)OC)C1c1ccccc1C | 5
COc1ccc(OC)c(S(=O)(=O)n2nc(C)cc2C)c1 | -5
CN(C)CCCCCCCCCCNC(=O)/C=N\O | 12
O=C(/C=C/c1ccccc1Cl)Nc1ccc(F)c(F)c1 | -1
O=C(CN1C(=O)C(=O)c2ccccc21)c1ccc(Cl)cc1 | 14
CC(=O)Oc1ccc(NC(=O)CC2Nc3cc(C)c(C)cc3NC2=O)cc1 (stereo unspecified) | 8
CCCSc1nsc(SCCC)c1C(=O)O | 0
O=C(CSc1ccccc1)Nc1nnc(CSc2ccccc2)s1 | 8
COc1ccc(CC(=O)Nc2ccc(S(=O)(=O)N3CCc4ccccc43)cc2)cc1 | -2
CCc1ccc(NC(=O)C(=O)NCc2ccccc2Cl)cc1 | 2
CCC1(C)CC(CCNCc2ccc(OC)c(OC)c2)(c2ccc(F)cc2)CCO1 (stereo unspecified) | -7
CCC(=O)Nc1ccc(NC(=O)c2ccc(OC)c(Br)c2)cc1 | -5
CC(C)(O)C#Cc1ccc(C(=O)NC(c2ccccc2)c2ccccc2)cc1 | 0
O=C(NNC(=O)c1ccco1)c1cccc(Cl)c1 | 3
CCOc1ccccc1NC(=O)c1c(NC(=O)COc2ccccc2)sc2c1CCC(C)C2 (stereo unspecified) | 2
CCOC(=O)NC(Nc1ccccc1[N+](=O)[O-])(C(F)(F)F)C(F)(F)F | -6
Cc1ccc(C(=O)O/N=C(\N)c2ccccn2)cc1 | -3
O=C(COc1ccc2ccccc2c1)N1CCN(C(=O)c2cccnc2)CC1 | 1
O=C(Nc1ccc(F)c([N+](=O)[O-])c1)c1ccc(-c2cccc(Cl)c2)o1 | -3
COc1ccc(CN2CCN(C3CCCCC3)CC2)c(OC)c1 | -6
Cc1ccccc1OCC(=O)Nc1ccc(Cl)c(C(F)(F)F)c1 | 10
Oc1c(I)cc(I)cc1C=Nc1ccc2c(c1)oc1ccccc12 | -2
O=[N+]([O-])c1cccc(Cl)c1N1CCOCC1 | 5
Cc1ccc(N(CC(=O)N2CCCC2)S(C)(=O)=O)cc1Cl | 8
Cc1ccc(S(=O)(=O)c2ccc(C)c(S(=O)(=O)NC3CCCCC3)c2)cc1S(=O)(=O)NC1CCCCC1 | 7
Cc1ccc(NC(=O)C2CC=CCC2C(=O)O)c(Br)c1 (stereo unspecified) | -2
Nc1nonc1NC(=O)N/N=C\c1ccccc1F | 1
COc1cccc(/C=N/Nc2nc(N3CCCCC3)nc(N3CCCCC3)n2)c1 | 7
COc1cccc(C2NC(=S)NC(C)=C2C(=O)Nc2ccc(C)cc2)c1 (stereo unspecified) | -2
Cc1cccc(CN2CCN(Cc3ccncc3)CC2)c1 | -3
O=[N+]([O-])c1ccc(/C=N/C(=S)NNc2ccccc2)o1 | 1
COc1cccc2c1NC(c1cccc3ccccc13)C1CC=CC21 (stereo unspecified) | 8
O=C1CCCCC1Oc1ccc2c3c(c(=O)oc2c1)CCC3 (stereo unspecified) | -3
COc1ccc(Cl)cc1C(=O)Nc1cccc(C)n1 | -1
O=[N+]([O-])c1cccc(-c2nc(-c3ccc(Cl)cc3)no2)c1 | 9
O=C1NC(=O)/C(=C\c2ccncc2)S1 | 9
O=C1NN(c2ccc(Cl)c(Cl)c2)C(=O)/C1=C/c1ccc(Cl)cc1 | 6
Cc1c(OCC(=O)O)ccc2c1oc(=O)c1ccccc12 | 0
CC(C)Cn1c(CCCN2C(=O)c3ccccc3C2=O)nc2ccccc2c1=O | -4
Cc1cc(C)c(NC(=O)c2ccccc2[N+](=O)[O-])c(C)c1 | 4
COc1cc(/C=C2\C(=O)NC(=O)N(c3ccc(C)cc3)C2=O)c(Br)cc1O | -1
CCOC(=O)c1c(NC(=O)Cc2ccc(OC)cc2)sc(C(=O)Nc2ccccc2F)c1C | 1
CC(C(=O)Nc1ccc(-c2nc3ccccc3s2)c(O)c1)(c1ccccc1)c1ccccc1 | 6
C=CCOc1c(Cl)cc(/C=C2/C(=O)NN(c3cccc(Br)c3)C2=O)cc1OC | -11
CCOc1ccc(N(CC(=O)NCCOC)S(=O)(=O)c2ccc(Br)cc2)cc1 | 8
COc1ccc(S(=O)(=O)N(C)C2CCCCC2)cc1 | -1
CCc1ccc(-c2nc3cc(NS(=O)(=O)c4ccccc4)ccc3o2)cc1 | 14

Part of the list above, with each value named:
Cc1cc(C)c(NC(=O)c2ccccc2[N+](=O)[O-])c(C)c1
  ER stress surv = 4
COc1cc(/C=C2\C(=O)NC(=O)N(c3ccc(C)cc3)C2=O)c(Br)cc1O
  ER stress surv = -1
CCOC(=O)c1c(NC(=O)Cc2ccc(OC)cc2)sc(C(=O)Nc2ccccc2F)c1C
  ER stress surv = 1
CC(C(=O)Nc1ccc(-c2nc3ccccc3s2)c(O)c1)(c1ccccc1)c1ccccc1
  ER stress surv = 6

(more compounds)
mol | ER stress surv
COc1ccc(CCNc2cc(N3CCN(S(=O)(=O)c4ccccc4)CC3)ccc2[N+](=O)[O-])cc1OC | 0
COc1ccccc1N1CCN(C(=O)COc2ccc(C)cc2Br)CC1 | 39
Cn1nnnc1SCc1nc2ccccc2[nH]1 | 4
C/C(=N\NC(=O)CNC(=O)C(c1ccccc1)c1ccccc1)c1ccccc1 | 2
Cn1cccc1-c1cc(C(=O)N/N=C/c2cccs2)[nH]n1 | -1
COc1ccc(C(=O)Nc2ccc(O)c(-c3nc4cc(C)c(C)cc4o3)c2)cc1[N+](=O)[O-] | 8
Cc1ccc(C)c(NS(=O)(=O)c2ccc3c(c2)C(=O)c2cc(S(=O)(=O)Nc4cc(C)ccc4C)ccc2-3)c1 | 22
COc1ccccc1N1CCN(/N=C/c2cccc(C)c2)CC1 | 4
CC(NC(=O)c1cccc2ccccc12)C(=O)O (stereo unspecified) | 4
CCOC(=O)C1=C(c2ccccc2)N=c2s/c(=C\c3cccnc3)c(=O)n2C1c1ccc2c(c1)OCO2 (stereo unspecified) | -8
O=C1/C(=C\c2ccc(O)c(O)c2)SC(=S)N1c1cccc(Cl)c1 | 15
COc1nccc(Nc2ccccc2)c1C#N | 2
CC(C)C(=O)Nc1ccc(-c2nc3cc(Cl)cc(Cl)c3o2)cc1 | -2
Nc1nonc1C(=O)NCCNC(=O)c1ccccc1Cl | 0
Oc1ccc2ccccc2c1/C=N/N1CCN(c2ccccn2)CC1 | 10
C=CCCCC(=O)Nc1ccc(Cl)cc1Cl | 5
CC1=Nc2ccccc2/C1=C\c1sc(=S)n(-c2cccc(F)c2)c1O | 10
CCc1nnc(NS(=O)(=O)c2ccc(NS(=O)(=O)c3ccc4c(c3)C(=O)c3ccccc3-4)cc2)s1 | 3
CC(=O)Nc1ccc(Nc2ccc(C(F)(F)F)cc2[N+](=O)[O-])cc1 | 4
CCn1c2ccccc2c2nnc(N/N=C/c3ccccc3O)nc21 | 2
Cc1c(N2C(=O)/C(=C\c3cccnc3)SC2=S)c(=O)n(-c2ccccc2)n1C | -9
COc1cc(C)c(CNCc2ccc(OC)c(OC)c2)cc1C | -4
CS(=O)(=O)N(CC(O)Cn1c2ccccc2c2ccccc21)c1ccc(Cl)cc1 (stereo unspecified) | -6
CCN(CC)c1ccc(NC(=O)c2ccc(C)c([N+](=O)[O-])c2)cc1 | 10
N#C/C(=C/c1ccccc1Cl)C(=O)Nc1cccc(Br)c1 | -3
CC(=O)N1CCN(c2ccc(C(=O)c3ccccc3)cc2F)CC1 | -8
ON1C(c2ccccc2)CC2(O)c3nonc3CCC12 (stereo unspecified) | -1
C=CCn1c(O)c(N=NC(=O)c2cc(C)[nH]n2)c2cc(Br)ccc21 | 4
Fc1ccc(-c2csc(N3CCOCC3)n2)cc1 | -2
Cc1ccc(CN2CCN(/N=C/c3cccc(F)c3)CC2)cc1 | -7
COc1ccc(NC(=O)c2ccc(CN(c3ccccc3)S(C)(=O)=O)cc2)cc1 | 6
CCOc1c(/C=C(\C#N)C(N)=O)c2ccccc2n1CC | -3
COc1cccc(NC(=O)CSC(N)=O)c1 | 4
CC1=C(C(=O)OCCOc2ccccc2)C(c2cccc([N+](=O)[O-])c2)C2=C(CCCC2=O)N1 (stereo unspecified) | 10
O=C(CSCc1cccc(Br)c1)Nc1cccc2cccnc12 | 1
COC(=O)c1c(C)oc2ccc(OCC(N)=O)cc12 | 0

From PubChem

The list is partial. The share of hits here may be higher or lower than overall.
